Xi reactivation = activators of X-chromosome reactivation in mouse fibroblasts. XiGFP mouse fibroblasts, % GFP-positive cells imaging, 3 d; cells co-treated with 5-aza-dC sensitizer; scaled so ellipticine positive control = 100%. 360,000 tested, 0.055% active. activation, % at 7.58 µM;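 active = mean normalized replicate activation at least 10% and every replicate at or above 10%; inconclusive = only one of the two criteria met; inactive = mean below 10% and not all replicates reach 10%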;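 also: 0% = median of on-plate neutral control wells and 100% = ellipticine 6 µM median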
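System: XiGFP fibroblasts, SV40-immortalized. Medium: DMEM plus 5-aza-dC sensitizer. Doses: single point. Timing: 3 d treatment, 15 min room-temperature fixation. Control set: ellipticine 6 µM.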
CFTR F508del cor = correctors of CFTR F508del function in bronchial epithelial cells; CFBE cells, YFP halide quenching; stimulated with forskolin plus potentiator P3; % fluorescence drop versus neutral controls; activity (quench increase), % at 7.58 µM; 350,000 tested, 0.36% active;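 active = mean added fluorescence quench of at least 8% versus neutral control, with both replicates also reaching 8%; inconclusive = only one of the mean or replicate conditions met; inactive = mean below 8% and not both replicates reaching 8%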;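 also: cells transiently co-express mutant CFTR-F508del with the halide-sensitive YFP; corrector assay measuring rescue of mutant channel to the surface after 24 h compound exposure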
DENV2 CPE = DENV2-induced cell death inhibition; DENV2-infected cells, cytopathic effect rescue, plate reader; CPE inhibition, % at 9.99 µM; AID 651640; 350,000 tested, 1.7% active; in the data active = CPE inhibition above about 20%, passing the limit was not always enough; inconclusive = no clear call, values can overlap the other calls; tested in BHK-21 cells;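 also: 0% = median of neutral control wells and 100% = median of positive control wells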
INS-1E GSIS act = primary screen for activators of insulin secretion dependent on glucose, INS-1E cells, GLuc reporter luminescence. INS-1E GLuc reporter insulin secretion, 2-3 h. AID 743287. activation, % at 16.6 µM. 370,000 tested, 0.61% active;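 active = lowest replicate activation of at least 40%, so every replicate reaches that level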;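 also: 0% = median of neutral control wells and 100% = median of IBMX positive control wells; some compounds called inactive have numbers as strong as hits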
PAX8 inh HTS = PAX8 transcriptional activity inhibition; RMG-I TPO-luciferase reporter, SteadyGlo, 24 h; inhibition, % at 12.6 µM; 360,000 tested, 1.2% active; AID 652154;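 active = mean replicate inhibition at least 60% with every replicate also reaching 60%; inconclusive = only one of the two criteria is met; inactive = mean below 60% and not all replicates reaching 60%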;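 also: luciferase light reporting Pax8 driven TPO promoter activity; plate controls were median of neutral control wells for no effect and mitoxantrone controls for full effect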
EWS-Fli inh = blocks EWS/Fli oncoprotein-driven transcription. A673 NR0B1-luciferase reporter, viability-normalised. inhibition, % at 12.6 µM. 350,000 tested, 0.67% active. AID 651661;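 active = mean inhibition of at least 50% after viability correction, with every replicate also passing that limit; inconclusive = mean reaches 50% but only one of two replicates passes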;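 also: firefly luciferase signal divided by Alamar Blue viability fluorescence both relative to DMSO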
ERp5 inh = inhibitors of human ERp5; inhibition, % at 9.99 µM; Q15084; 350,000 tested, 0.05% active; ERp5 insulin aggregation, absorbance 650 nm, 90 min;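 active = mean replicate inhibition above about 25%, with every replicate also reaching it, limit read from the data, passing the limit was not always enough; inconclusive = only one of those two criteria met; inactive = neither criterion met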
Target sequence (Q15084 whole entry, looked up): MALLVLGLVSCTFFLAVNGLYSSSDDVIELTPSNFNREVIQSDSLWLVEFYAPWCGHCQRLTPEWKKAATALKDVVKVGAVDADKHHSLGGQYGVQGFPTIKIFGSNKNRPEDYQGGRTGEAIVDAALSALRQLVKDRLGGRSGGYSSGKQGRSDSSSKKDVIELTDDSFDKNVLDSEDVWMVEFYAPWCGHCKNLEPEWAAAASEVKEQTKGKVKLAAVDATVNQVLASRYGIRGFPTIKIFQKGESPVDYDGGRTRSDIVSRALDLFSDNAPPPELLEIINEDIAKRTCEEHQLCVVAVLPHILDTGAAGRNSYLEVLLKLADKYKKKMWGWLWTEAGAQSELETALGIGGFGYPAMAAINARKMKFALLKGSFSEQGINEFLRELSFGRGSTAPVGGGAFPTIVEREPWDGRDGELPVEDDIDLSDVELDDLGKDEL
ARNT-TACC3 inh = disrupts binding between human ARNT and TACC3; AlphaScreen His-ARNT PAS-B/GST-TACC3 binding, luminescence; TACC3 fragment carries E629A point mutation; inhibition, % at 9.99 µM; Q9Y6A5; 390,000 tested, 0.66% active;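 active = mean inhibition of replicates at least 50% and at least half of replicates each reaching 50%; inconclusive = half or more replicates reach 50% but mean below 50%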;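 also: 0% = complete ARNT plus TACC3 wells and 100% = ARNT alone without TACC3; many hits fall short of the cut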
* hit, by the source's call; ? = inconclusive; · = not tested or not shown. This is a random part of the collection; about 4.2% have a hit in one of these screens.

Values run as follows: Xi reactivation	CFTR F508del cor	DENV2 CPE	INS-1E GSIS act	PAX8 inh HTS	EWS-Fli inh	ERp5 inh	ARNT-TACC3 inh
C[C@H](NC(=O)C[C@H]1C[C@@H]2c3cc(NC(=O)NC4CCCC4)ccc3O[C@@H]2[C@@H](CO)O1)c1ccccc1
 : 0.2	-2.4	-7	-6	15	-1	20	-15
COc1cccc(-c2ccc3c(c2)[C@H]2[C@H](CCN2C(=O)c2ccc(F)cc2)[C@H](CO)N3)c1
 : 0.1	-0.2	-19	-2	15	15	3	12
CC(Sc1nc(N)cc(N)n1)C(=O)NCC1CCCO1 (stereo not drawn)
 : 0.0	-0.5	12	38	-4	-1	3	·
CC(=O)OCC1CC(COC(C)=O)C(COC(C)=O)CC1COC(C)=O (stereo not drawn)
 : 0.2	-3.0	0	12	-7	-9	2	9
Nc1nc(SCC(=O)NCCN2CCOCC2)nc2sc3c(c12)CCC3
 : 0.0	·	-13	23	14	-4	-3	·
Cc1cc(=O)[nH]c(SCC(=O)Nc2ncc(S(=O)(=O)c3ccc([N+](=O)[O-])cc3)s2)n1
 : -0.1	-0.3	2	-6	6	4	-2	-7
COc1ccc(C(CNC(=O)CCNS(=O)(=O)c2ccccc2)N2CCOCC2)cc1 (stereo not drawn)
 : 0.0	3.9	-12	-5	-4	4	1	·
CCC(=O)N1[C@H](CO)[C@H](c2ccccc2)C12CN(C(=O)NC1CCCC1)C2
 : -0.1	1.5	-7	-1	-21	6	-2	·
O=C(CSc1nnc(-c2ccncc2)o1)NCc1ccccc1
 : 0.2	-1.3	4	5	-6	-3	2	-3
Cc1ccc(C(=O)NCc2ccc3c(c2)OCO3)cc1
 : 0.3	1.3	-3	-1	-26	-13	4	-8
COc1ccc(C#Cc2cnc3c(c2)C(=O)N([C@H](C)CO)C[C@H](C)[C@H](CN(C)S(=O)(=O)c2ccc(F)cc2)O3)cc1OC
 : 0.1	0.2	30	-24	-7	19	4	10
CCOc1ccccc1N(C)S(=O)(=O)c1ccc2c(c1)N(C(C)=O)CCO2
 : 0.3	-2.8	-4	-1	-7	-9	12	-5
CCN(CC)c1ncnc2c1ncn2[C@H]1CN(Cc2ccc(Cl)cc2)C[C@@H](CO)O1
 : 0.5	1.3	13	-15	4	-3	-3	·
COc1ccccc1C(=O)NNC(=O)c1ccc(NC(=O)c2ccccc2)cc1
 : 0.4	0.4	-3	4	15	0	-2	-3
CN1CCN(C(=O)[C@@H]2[C@@H](CO)[C@@H]3Cn4c(ccc(-c5ccncc5)c4=O)[C@@H]3N2CC2CC2)CC1
 : 0.2	-1.8	3	3	-27	-13	5	·
COc1ccc(NC(=O)Nc2ccc3c(c2)C(=O)N([C@H](C)CO)C[C@H](C)[C@H](CN(C)S(=O)(=O)c2ccc(F)cc2)O3)cc1
 : 0.1	0.6	-1	-13	1	21	·	8
CO[C@H]1CN(C)C(=O)c2ccc(NC(=O)C3CCCC3)cc2OC[C@H](C)N(C(C)=O)C[C@H]1C
 : -0.1	0.6	1	9	5	1	2	4
O=C(c1cnccn1)N1C[C@H]2[C@@H](c3ccccc31)[C@H](CO)N2C(=O)CC1CC1
 : 0.3	-0.4	-5	1	-4	-2	0	9
CC(=O)N1CCN(C2=NC(=O)/C(=C/c3ccc(OS(=O)(=O)c4ccccc4)cc3)S2)CC1
 : 0.0	-2.2	-5	-13	15	·	1	-7
CCOc1ccc(C(=O)NCC(c2ccco2)N2CCOCC2)cc1 (stereo not drawn)
 : 0.1	0.1	26*	2	-3	-1	2	4
N#CCCN(C(=O)COC(=O)c1ccc2c(c1)OCCO2)c1ccccc1
 : 0.3	-0.7	3	3	·	1	9	6
COc1ccccc1CNC(=O)C[C@@H]1C[C@H]2c3cc(NC(=O)Nc4ccc(C(F)(F)F)cc4)ccc3O[C@H]2[C@H](CO)O1
 : 0.3	-1.6	1	20	-1	-1	-1	-4
CSc1ccccc1NC(=O)c1noc(C)c1[N+](=O)[O-]
 : 0.2	-1.0	-3	18	11	·	3	2
C[C@H](CO)N1C[C@H](C)[C@@H](CN(C)Cc2ccc(C(=O)Nc3ccccc3N)cc2)Oc2ccc(NC(=O)Nc3ccc(F)cc3)cc2CC1=O
 : -0.5	-0.2	0	24	·	41	6	·
CCN(CC(=O)Nc1ccc(NC(C)=O)cc1)CC(=O)Nc1cc(C)on1
 : 0.0	1.3	-1	4	-6	-6	3	1
CCOC(=O)c1sc2nc(C)[nH]c(=S)c2c1C
 : 0.3	-1.2	1	-6	-22	12	2	·
COc1cc(C)ccc1S(=O)(=O)NC(=O)C1(C)CCN1C(=O)c1ccc(C2CCCCC2)cc1 (stereo not drawn)
 : 0.0	-1.1	-3	5	3	-5	0	·
Cc1ccc(S(=O)(=O)CC(=O)Nc2c(C)n(C)n(-c3ccccc3)c2=O)cc1
 : 0.0	-1.4	?	1	-26	2	0	-5
CCOC(=O)/C(C#N)=C1\CCCN1CC(N)=S
 : 0.0	-0.9	0	-20	-1	3	0	-4
COc1ccc2c3c(n(C)c2c1)[C@@H](CO)NCC31CN(C(=O)Nc2ccc(F)cc2F)C1
 : 0.5	0.0	-8	16	·	-1	3	·
O=C(O)C1(S(=O)(=O)CCC(F)=C(F)F)CC1
 : 0.0	-2.0	-7	8	6	-7	4	3
O=C(Cn1cc([N+](=O)[O-])cn1)NCc1cc2ccccc2[nH]1
 : 0.7	·	-3	-25	11	-3	7	6
C/C=C/c1ccc([C@H]2[C@@H](CO)N3CCCCN(S(=O)(=O)c4cccc(C)c4)C[C@@H]23)cc1
 : 0.2	1.3	19	-4	14	14	2	12
CCCC#Cc1cnc2c(c1)C(=O)N([C@@H](C)CO)C[C@H](C)[C@H](CN(C)S(=O)(=O)c1cccc(OC)c1)O2
 : 1.6	2.0	-4	-18	17	-4	-5	-3
CC1CCCC(NC(=O)CN2C(=O)NC(Cc3c[nH]c4ccccc34)C2=O)C1C (stereo not drawn)
 : 0.1	2.8	-6	-12	26	12	-9	-21
COc1cc(/C=C/c2cc[n+](C)cc2)ccc1OCC(=O)Nc1ccccc1
 : 0.0	1.5	18	0	-6	-49	-1	-12
Cc1ccc(CN2C3CCCC2CC(NC(=O)c2ccc(C)cc2)C3)cc1 (stereo not drawn)
 : 0.4	-1.6	2	-4	-11	-1	-4	1
OC1CCN(C(=S)Nc2ccc(Nc3ccccc3)cc2)CC1
 : 0.1	3.9	14	-17	-31	-23	0	6
Cc1noc2ncnc(Oc3ccc(Cl)cc3Cl)c12
 : 0.0	-1.0	-3	1	-2	13	-3	-3
COc1ccc2nc(NC(=O)CSc3nnc(N)s3)sc2c1
 : -0.1	-1.6	·	11	37	-48	0	-2
CCOc1ccccc1C(=O)Nc1nnc(CC)s1
 : 0.6	0.2	3	-4	-40	-17	-8	-5
COc1cccc2c1C(=O)CC1C2CCC2CC(=O)CCC21C (stereo not drawn)
 : 0.0	-0.3	-1	·	9	2	0	1
COc1ccc(C(=O)Nc2ccc(NC(=O)CSc3nnc(-c4ccncc4)n3C)cc2)cc1
 : 0.1	0.5	1	0	4	-6	0	-15
Fc1ccc(-n2nnc(-c3cccnc3)n2)cc1
 : 0.0	1.6	-7	6	-174	-114	6	-1
CCOC(=O)C1=C(C(=O)OCC)C2N(Cc3ccc(C(F)(F)F)cc3)c3ccccc3[C@@]23C[C@@H](C(=O)OC)N(S(=O)(=O)c2ccccc2C)C3=N1 (stereo partly drawn)
 : -0.1	2.4	-9	15	-22	-28	3	·
O=[N+]([O-])c1ccccc1/C=N/n1c(-c2ccccc2)n[nH]c1=S
 : 0.0	-0.1	-1	·	0	-3	2	2
O=C(NCCCN1CCOCC1)c1onc(CSc2ccccc2)c1C(=O)NCCCN1CCOCC1
 : 0.0	0.2	·	27	-7	-7	·	4
C/C(=N\NC(=S)NC1CCCCC1)c1ccccc1
 : -0.1	·	·	15	5	·	·	13
O=S(=O)(NC1=NCCCCC1)c1ccc2ccccc2c1
 : -0.1	·	·	-1	1	·	·	-10
CCCC#Cc1ccc([C@@H]2[C@H]3CN(C(=O)Nc4cccc(F)c4)CC(=O)N3[C@H]2CO)cc1
 : 0.1	4.4	-9	-1	-4	7	-3	·
COc1ccccc1CNC(=O)COC(=O)c1cc(C)oc1C
 : 0.0	-0.1	3	0	8	-2	-3	3
CCc1nn(CC(=O)NCCCN2CCOCC2)c(=O)c2cc3sccc3n12
 : 0.0	-1.4	1	0	-1	·	4	-4
Cc1nc2c(ccc3nc(NC(=O)C(c4ccccc4)c4ccccc4)sc32)s1
 : 0.0	-3.3	0	·	15	12	5	-13
COCCNC(=O)C[C@@H]1CC[C@H]2[C@@H](COc3ccc(NC(C)=O)cc3C(=O)N2C)O1
 : 0.4	-2.8	4	5	-2	-5	·	-5
O=C(Nc1nnc(S(=O)(=O)N2CCCCC2)s1)c1ccc(Cl)cc1
 : -0.1	0.9	?	·	-5	-3	-2	19
COCC(=O)Nc1ccc2c(c1)C(=O)N(C)[C@H]1CC[C@@H](CC(=O)NCC3CC3)O[C@@H]1CO2
 : 0.2	1.9	2	0	-3	-1	-4	-11
C[C@H]1CN([C@@H](C)CO)S(=O)(=O)c2ccc(-c3ccc(F)cc3)cc2O[C@@H]1CN(C)C(=O)C1CCC1
 : -0.5	-0.5	·	-24	·	11	·	·
Cc1oc2ccc(NS(=O)(=O)c3cccc4cccnc34)cc2c1C(=O)OC(C)C
 : ?	·	·	-28	9	·	·	0
COc1cccc(N2C(=O)CC(NNC(=O)c3cccs3)C2=O)c1 (stereo not drawn)
 : -0.1	1.0	-9	·	4	0	1	2
COc1cccc(CNS(=O)(=O)c2ccc3c(c2)CC(C)N3C(=O)C2CCC2)c1 (stereo not drawn)
 : 0.0	3.1	-3	-53	4	·	1	2

Other results.
Values run as follows: Xi reactivation	CFTR F508del cor	DENV2 CPE	INS-1E GSIS act	PAX8 inh HTS	EWS-Fli inh	ERp5 inh	ARNT-TACC3 inh
Cc1cc(NC(=O)CSCC(=O)OCc2nnc(-c3ccccc3)o2)no1
 : 0.0	-2.0	-3	-22	-8	·	1	-6
O=C(Nc1cccc(O)c1)c1ccc(C(=O)c2ccccc2)o1
 : 0.0	-2.6	-1	-19	-118	-40	2	·
O=C(NCCNC(=O)c1cnccn1)c1ccc(Cl)c(Cl)c1
 : 0.0	1.1	3	6	0	11	1	-5
Cc1ccc(-c2cc(N)on2)cc1
 : 0.4	·	·	10	-51	·	·	-4
CCOC(=O)C1(C)NC(c2ccco2)C2C(=O)N(c3ccccc3)C(=O)C21 (stereo not drawn)
 : -0.3	2.5	10	-4	19	6	-3	2
Cc1ccccc1N(CC(=O)N1CCOCC1)S(C)(=O)=O
 : 7.9	-1.7	4	6	-4	-8	2	·
COc1ccc(N2CCN(Cc3nc4c(c(=O)n(C)c(=O)n4C)n3CCc3ccccc3)CC2)cc1
 : -0.2	1.2	-2	6	-19	3	-1	-11
C=CCN1C(=O)c2n[nH]c(COC)c2C1c1ccc(C)cc1 (stereo not drawn)
 : -0.2	-1.5	-7	·	-5	-8	5	·
Cc1noc(C)c1COC(=O)c1ccc(N(C)C)cc1
 : 0.3	-0.2	·	-7	-17	5	-2	-17
Cc1ccc2c(c1)N(CC(=O)N1CCCCCC1)C(=O)c1cccnc1O2
 : 0.0	-1.9	-1	18	9	1	-1	0
